Screens (PubChem BioAssay)
RORgamma inh – qHTS for inhibitors of ROR gamma transcriptional activity | Nuclear receptor ROR-gamma (Mus musculus), P51450 | Drosophila S2 Gal4-RORgamma UAS-luciferase reporter, 20 h | Potency, µM (highest dose often 53.6 µM), without a hit: top-dose activity change, negative = inhibition, most hits filed as inhibitors | actives 5.4% (n = 310,000) | AID 2551, 2010; also: % is scaled to controls: 0 for no effect and ±100 for the full control effect; nearly all actives have a fitted effect of over 60% in size
Target sequence (P51450 whole entry, looked up, the tested form may be a part): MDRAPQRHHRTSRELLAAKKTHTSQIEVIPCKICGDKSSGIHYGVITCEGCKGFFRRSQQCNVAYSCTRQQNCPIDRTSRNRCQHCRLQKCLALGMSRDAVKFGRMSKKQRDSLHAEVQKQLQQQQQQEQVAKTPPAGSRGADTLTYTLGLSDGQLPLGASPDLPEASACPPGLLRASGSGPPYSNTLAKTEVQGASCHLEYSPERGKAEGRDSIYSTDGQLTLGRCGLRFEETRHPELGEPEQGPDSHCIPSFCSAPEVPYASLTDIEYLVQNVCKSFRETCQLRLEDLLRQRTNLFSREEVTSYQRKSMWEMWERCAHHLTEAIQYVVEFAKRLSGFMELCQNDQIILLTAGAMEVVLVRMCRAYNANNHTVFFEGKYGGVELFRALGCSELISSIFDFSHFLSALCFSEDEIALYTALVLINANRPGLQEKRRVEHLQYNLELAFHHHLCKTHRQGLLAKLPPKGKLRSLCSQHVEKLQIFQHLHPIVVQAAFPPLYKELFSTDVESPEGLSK
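Drosophila S2 cells stably expressing Gal4-DBD/mouse RORγ fusion under metallothionein promoter plus UAS-luciferase; compound 1 h, then 700 uM CuSO4 induction for 20 h at ambient temperature; inhibition read as reduced luminescence.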
uPA generation – qHTS for Inhibitors of Cell Surface uPA Generation; cell surface uPA generation assay, qHTS; Potency, µM (titrated, usually from 38.3 µM), without a hit: at the top dose activity change, negative = inhibition, most hits filed as inhibitors; actives 0.31% (n = 330,000); active = well fitted inhibition curve with a large enough effect; inconclusive = small, poorly fitted or top-dose-only effect; inactive = no such curve, though single readings can be large or run the other way; tested in mouse RAW 264.7 cells; also: % is scaled to controls: 0 for no effect and ±100 for the full control effect; nearly all actives have a fitted effect of over 55% in size
Rab9 promoter act – qHTS Assay for Rab9 Promoter Activators | actives 2.8% (n = 320,000) | Huh7 Rab9 promoter-luciferase reporter, luminescence, 24 h | AID 485297, 2010 | Potency, µM (titrated, usually from 9.22 µM), without a hit: top-dose activation, negative = inhibition, hits mostly activators; also: % of control where 0% means no effect; nearly all actives have a fitted effect of over 60% in size
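Promoter activation is measured as luciferase luminescence in Huh7 cells stably transfected with a Rab9 promoter–luciferase construct, following 24 h compound exposure at 37 °C and 10 min reagent incubation at ambient temperature.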
ELG1 genotox – qHTS screen for small molecules that induce genotoxicity in human embryonic kidney (HEK293T) cells expressing luciferase-tagged ELG1; HEK293T ELG1-luciferase reporter, luminescence, 16 h; Potency, µM (doses to about 46 µM), inactives show top-dose activity change, positive = activation, actives largely listed as activators; actives 1.3% (n = 330,000); AID 504466, 2011; also: % of control where 0% means no effect; nearly all actives have a fitted effect of over 60% in size
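HEK293T cells expressing luciferase-tagged ELG1 were exposed to compound or DMSO vehicle for 16 hr at 37 °C and 5% CO2. Luciferase activity was then measured with ONE-Glo after 30 min at room temperature.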
NPC1 prom act – qHTS Assay for NPC1 Promoter Activators; Potency, µM (highest dose often 9.22 µM), inactives show top-dose activation, usual class: activators; Huh7 NPC1 promoter luciferase reporter, 24 h; actives 2.4% (n = 320,000);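 also: % of control where 0% means no effect; nearly all actives have a fitted effect of over 60% in size; reporter is driven by a mutant NPC1 promoter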
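Luminescence from an NPC1 promoter-driven luciferase reporter in stably transfected Huh7 cells was measured after 24 h compound treatment at 37 °C, followed by 10 min ambient incubation with luciferase detection reagent.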
BRCA1 expr up – qHTS Assay to Identify Small Molecule Activators of BRCA1 Expression; MCF7-BRCA1-FFLuc reporter, luminescence, 48 h; response scale: scaled: vehicle 0%, 10 µM genistein 100%; Potency, µM (series often up to 46.1 µM), without a hit: at the highest dose activation, usual class: activators; actives 1.1% (n = 380,000); also: nearly all actives have a fitted effect of over 80% in size; some results filed as inactive show a strong effect at the top dose
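Cells: MCF7-BRCA1-FFLuc, 2000/well. Exposure: 48 h, 37 °C, 5% CO2. Read: luminescence, 15 min post-substrate. Controls: genistein 10 microM (maximal activation), DMSO (neutral).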
Gal4-VP16 FLuc – VP16 counterscreen qHTS for inhibitors of ROR gamma transcriptional activity. Drosophila S2 Gal4-VP16 UAS-luciferase, luminescence, 20 h. Potency, µM (highest dose often 53.6 µM), for inactives: at the highest dose activity, negative = inhibition, hits mostly inhibitors. actives 3.5% (n = 310,000);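 also: Gal4-VP16 expression switched on by copper sulfate through the metallothionein promoter; % is scaled to controls: 0 for no effect and ±100 for the full control effect; nearly all actives have a fitted effect of over 50% in size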
FLuc counter – qHTS profiling assay for firefly luciferase inhibitor/activator using purifed enzyme and Km concentrations of substrates (counterscreen for miR-21 project) | Luciferin 4-monooxygenase (Photinus pyralis), P08659 | purified FLuc, Km substrates, luminescence inhibition | Potency, µM (doses to about 57.5 µM), for the others: top-dose activity change, negative = inhibition, actives largely listed as inhibitors | actives 6.9% (n = 360,000) | AID 588342, 2011;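 also: plate controls were vehicle for no effect and reference inhibitor for full effect; nearly all actives have a fitted effect of over 55% in size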
Target sequence (P08659 whole entry, looked up): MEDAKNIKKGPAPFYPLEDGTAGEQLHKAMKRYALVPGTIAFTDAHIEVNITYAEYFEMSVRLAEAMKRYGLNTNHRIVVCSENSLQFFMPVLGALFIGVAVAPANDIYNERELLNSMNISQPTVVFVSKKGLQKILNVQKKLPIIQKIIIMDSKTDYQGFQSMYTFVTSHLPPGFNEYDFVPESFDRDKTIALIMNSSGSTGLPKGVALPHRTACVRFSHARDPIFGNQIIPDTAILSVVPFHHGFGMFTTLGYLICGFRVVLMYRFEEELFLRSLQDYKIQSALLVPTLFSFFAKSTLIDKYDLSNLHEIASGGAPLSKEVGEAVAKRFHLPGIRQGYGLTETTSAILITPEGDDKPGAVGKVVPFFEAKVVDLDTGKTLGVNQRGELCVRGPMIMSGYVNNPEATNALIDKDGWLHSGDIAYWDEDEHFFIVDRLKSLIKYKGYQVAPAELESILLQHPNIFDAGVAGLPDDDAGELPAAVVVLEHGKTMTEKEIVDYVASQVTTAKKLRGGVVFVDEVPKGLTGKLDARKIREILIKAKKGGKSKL
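Purified P. pyralis luciferase (10nM final) with 10uM D-luciferin and 10uM ATP (Km levels) in 50mM Tris acetate pH 7.5, 10mM Mg acetate, 0.01% Tween-20, 0.05% BSA; qHTS 6-point titration, ~60 µM downward; luminescence read.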
MBNL1 CUG block – qHTS Assay for Inhibitors of MBNL1-poly(CUG) RNA binding | Muscleblind-like protein 1 (Homo sapiens), Q9NR56 | TR-FRET MBNL1-His/biotin-(CUG)12 binding, 665/545 ratio | Potency, µM (titrated, usually from 57.5 µM), inactives show at the highest dose activity change, negative = inhibition, actives largely listed as inhibitors | actives 0.036% (n = 280,000); active = well fitted inhibition curve with a large enough effect in the signal ratio, with a control signal flat, not every such curve was filed as active; inconclusive = small, poorly fitted or top-dose-only effect, or effect the other way, or a change in a side signal; inactive = no such curve, though single readings can be large or run the other way; the % refers to the signal ratio; also: % is scaled to controls: 0 for no effect and ±100 for the full control effect
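TR-FRET readout: Ex 340 nm, 665/545 nm emission ratio, normalized to buffer-only (basal) and MBNL1-(CUG)12 controls. Complex of MBNL1-His with Biotin-(CUG)12, compounds 92 nM–58 uM, incubated 60 min at room temperature.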
p53 reactivator – qHTS assay for re-activators of p53 using a Luc reporter. H1299 p53-A138V BP100-luciferase reporter, luminescence, 24 h. Potency, µM (highest dose often 92.2 µM), inactives show top-dose activity change, positive = activation, hits mostly activators. actives 0.063% (n = 320,000); also: % of control where 0% means no effect; nearly all actives have a fitted effect of over 45% in size
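H1299 (p53-null), stable ts p53-A138V + BP100-Luc; 1000 cells/well, Opti-MEM/10% FBS; cpd 4 pt, 1:5; 24 h, 37 deg C, 5% CO2; detection reagent 10 min RT; luminescence.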
Starred values were filed as active, the others as inactive; ? = inconclusive; · = not tested or not shown; & = joins results of further samples; [ ] = remark or other dose. Unless noted, calls follow the shape of the dose curve; as a rule, active = well fitted curve in the direction sought with a large enough effect; inconclusive = small, poorly fitted or top-dose-only effect, or another doubt; inactive = no such curve, though single readings can be large; an effect the other way counts as inactive or inconclusive. Potency is read from the fitted curve at half-maximal effect.

SMILES	RORgamma inh	uPA generation	Rab9 promoter act	ELG1 genotox	NPC1 prom act	BRCA1 expr up	Gal4-VP16 FLuc	FLuc counter	MBNL1 CUG block	p53 reactivator
Cc1c(N=Cc2ccc(Cl)o2)c(=O)n(-c2ccccc2)n1C	0%	·	2%	1%	1%	-4%	-2%	-4%	7%	1%
CCOC(=O)c1sc(N)c(C#N)c1COC(=O)CNC(=O)c1cc(OC)c(OC)c(OC)c1	-1%	0%	-1%	1%	-1%	-39%	6%	3%	15%	-3%
O=C(CC(SCc1ccco1)c1ccc(O)cc1)c1cccs1 (stereo not given)	0.89µM*	-8%	17%	?	7%	?	-14%	?	2%	?
CC1=NN(c2nc3ccccc3[nH]2)C(=O)/C1=C/N(C)C	5µM*	-20%	1.4µM*	-10%	1.8µM*	-8%	?	2.1µM*	6%	-2%
COc1cc(Cl)c(C)cc1NC(=O)COC(=O)CCc1nc2ccccc2c(=O)[nH]1	·	5%	0%	1%	0%	12%	·	4%	·	5%
Cc1nnc(SCc2ccccc2CSc2nnc(C)s2)s1	38%	-4%	2%	-3%	-4%	-2%	3%	-5%	·	-8%
O=[N+]([O-])c1cc(Cl)c(O)c2ncccc12	0.71µM*	-12%	-11%	3%	1%	-88%	1.3µM*	?	-2%	?
Cc1cc(-c2ccc(Cl)cc2)n2nc(C)cc2n1	8%	-33%	3%	-1%	-4%	1%	4%	-1%	?	-6%
CCOc1c2ccc(C(=O)NCc3ccc(OC)cc3)cc2nn1CCOC	11%	11%	3%	2%	-4%	-13%	-2%	2%	?	-8%
Cc1nc(-c2ccccc2)sc1C(=O)/C=C/N(C)C	2%	17%	2.8µM*	?	2.8µM*	11µM*	?	?	?	0%
Cn1c(N)c(C(=O)COC(=O)COc2ccccc2Cl)c(=O)n(C)c1=O	·	4%	-6%	0%	2%	-2%	·	5%	·	-4%
Oc1ccc2ccccc2c1/C=N/n1cnnc1	-6%	1%	0%	0%	-6%	-2%[1.84 µM]	2%	-1%	?	-7%
CC(C)(C)NC(=S)NNC(=O)c1ccc2ncccc2c1	?	-2%	0.5µM*	24%	?	25%	?	?	4%	-1%
CCCn1c(=O)c(C(=O)Nc2ccccc2C(=O)OC)c(O)c2ccccc21	-3%	6%	1%	0%	-4%	-34%	-10%	-1%	12%	0%
Cc1cccc(-n2c(=S)[nH]c3sc4c(c3c2=O)CCc2ccccc2-4)c1	0.35µM*	0%	4%	-11%	0%	-59%	1.4µM*	7.6µM*	53%[activator]	-4%
CC1=Nn2c(nnc2-c2cc(-c3ccccc3)n[nH]2)SC1	35%	-9%	-5%	2%	11%	-41%	-1%	-9%	?	-10%
CC(C)(C)N1CSC(=S)N(Cc2ccccc2)C1	-34%	1%	-11%	4%	-7%	0%	5%	0%	·	-1%
CN(C(=O)CN1C(=O)NC2(CCCc3ccccc32)C1=O)C1CCCCC1 (stereo not given)	·	-22%	·	-1%	·	-19%	·	·	·	-3%
CN(C)/C=C(\C=N\OCc1ccc(Cl)cc1Cl)C(=O)Nc1ccc(Cl)c(Cl)c1	?	·	2%	-10%	-5%	·	?	-1%	-6%	-9%
CC(=O)Nc1ccc(S(=O)(=O)NC2(C(F)(F)F)NC(=O)N(c3ccc(C)cc3)C2=O)cc1 (stereo not given)	1%	3%	-1%	-1%	-2%	-6%	-14%	0%&-14%	5%	-2%
C[n+]1cccc(C(=O)[O-])c1	-12%	8%	6%	-2%	0%	-7%	2%	0%	·	-4%
O=C(NC(=S)NCCC1=CCCCC1)c1cccnc1	4µM*	1%	3%	3%	-4%	-6%	?	1%	4%	4%
Cc1ccc(C)c(C(C)NC(=O)C2CCCO2)c1 (stereo not given)	-25%	6%	1%	-2%	-5%	-7%	-7%	0%	-1%	8%
CCCN1CCN(C(=O)Nc2ccc(OCC)cc2)CC1	-6%	8%	-1%	1%	1%	-2%	2%	0%	-14%	-1%
Nc1ncnc2c1ncn2[C@@H]1O[C@H](CNC(=O)[C@@H]2CCC(=O)N2)[C@@H](O)[C@H]1O	·	8%	·	8%	·	9%	·	·	·	10%
N#CC1=C(N)C(C#N)(C#N)C(c2cccnc2)C2COCC=C12 (stereo not given)	-41%	-3%	5%	0%	-2%	0%	11%	0%	26%	21%
Cn1nnnc1Sc1ncnc2scc(-c3cccc4c3sc3ccccc34)c12	·	?	·	-5%	·	-58%	·	·	·	-14%
Cc1ccc(C(=O)n2c(=S)nc3ccccn32)cc1	1.6µM*	·	0.63µM*	?	0.79µM*	·	?	0.12µM*	-8%	?
O=C1NCCCCC1NS(=O)(=O)c1cccc2ccccc12 (stereo not given)	-6%	4%	-4%	-4%	-5%	7%	-16%	0%	-1%	0%
CC(Sc1nc(-c2ccccc2)cs1)C(=O)Nc1ccc(Cl)cn1 (stereo not given)	31%	6%	0%	-6%	-1%	-2%	19%	0%	?	?
CCOC(=O)c1cnc(Nc2nc3ccccc3o2)nc1CN1CCN(C)CC1	?	-9%	2%	?	29%	-46%	-2%	-2%	1%	11%
CCOc1cc(/C=N\n2nnnc2N)ccc1O	-17%	1%	8%	0%	1%	-11%	-4%	7%	15%	3%
O=C1CSC(c2cccnc2)N1Cc1ccc(Cl)cc1 (stereo not given)	21%	1%	0%	0%	-5%	-10%	-1%	5%	·	-5%
CCOC(=O)N1CCC(NC(=O)CN2C(=O)CSc3nc(C)cc(C)c32)CC1	5%	·	2%	?	-5%	·	-1%	9%	1%	0%
Cc1ccc2nc(SCC(=O)Nc3cccc(F)c3)nc(=O)n2c1	·	-1%	1%	2%	-12%	0%	·	-2%	·	3%
COc1ccc(CCC(=O)Nc2sc(C(=O)N(C)C)c(C)c2C#N)cc1	·	6%	3%	5%	0%	-8%	·	4%	-3%	·
Cc1ccc(C2=NNC(C(O)C(O)C(O)C(C)O)S2)cc1 (stereo not given)	?	5%	17%	?	27%	?	?	24µM*	-2%	11%
O=[N+]([O-])c1ccccc1OCCCN1CCc2ccccc2C1	-14%	0%	0%	-4%	-3%	11%	-4%	-18%	18%	17%
COc1ccc(OC)c(CCNC(=O)Cn2nc(C)c3c(C)n(-c4ccc(C)cc4)nc3c2=O)c1	23%	-13%	-34%[inhibitor]	-11%	-32%[inhibitor]	-31%	?	1%	3%	8%
CN(C)C(C)(C)/C=C/C(O)(c1ccccc1)c1ccccc1	-1%	0%	-3%	-1%	0%	-10%	-7%	-1%	-2%	0%
O=C(c1ccccc1-n1cccc1)N1N=C(C(F)F)CC1(O)C(F)F (stereo not given)	-27%	0%	-1%	-5%	-1%	-2%	3%	1%	0%[11.5 µM]	11%
CC(C)NC(=O)c1ccc(C2SCC(=O)N2Cc2ccccc2)cc1 (stereo not given)	33%	3%	-3%	-7%	7%	1%	?	-2%	-23%	2%
CSc1nc(N)nc(SC2C=CCCC2)c1C#N (stereo not given)	-72%	-4%	14%	?	-2%	35%	0%	4%	5%	?
O=C(NCC(c1cccs1)N1CCOCC1)c1ccc(OCc2ccccc2)cc1 (stereo not given)	·	5%	3%	-2%	-3%	-8%	·	·	·	-13%
O=C(CC1N=C2c3ccccc3N=C(SCc3ccc(F)cc3)N2C1=O)NCc1ccco1 (stereo not given)	8%	-7%	-2%	24%	-2%	-33%	1%[0.365 µM]	-17%	-16%	4%
COc1ccc(CCC(=O)NNC(=O)c2cccs2)cc1	·	8%	0%	0%	1%	7%	·	·	·	3%
CC(=O)c1c(C(C)=O)c(C)n(-c2cccc3cccnc23)c1C	-7%	0%	-6%	-3%	-6%	5%	0%	1%	16%	-4%
C/C(N)=C(/C#N)C(=O)CSc1cc(Cl)ccc1Cl	28%	-1%	0%	6%	-1%	0%	6%	-1%	23%	0%
O=C(CN1CCCCC1)NCCNC(=O)CN1CCCCC1	-35%	0%	-5%	1%	-3%	-2%	-9%	-1%	-9%	4%
O=[N+]([O-])c1cccc(/C=N/Nc2cc(N3CCOCC3)ncn2)c1	10%	-5%	24%	11%	26%	20%	3%	?	-2%	-4%
COc1cc(OC)cc(C(=O)NCC(=O)OCC(=O)NC(C)(C)C)c1	-1%	-3%	-5%	0%	0%	-9%	4%	0%	·	1%
Cc1ccc(N=Nc2ccc(N)cc2C)c(S(N)(=O)=O)c1	-2%	0%	2.8µM*	?	?	0%	-4%	11µM*	?	?
O=C(Nc1ccccn1)c1ccc([N+](=O)[O-])cc1Cl	-39%	-15%	17%	1%	8%	27%	12%	?	?	17%
